TCR-CD3 inh: human TCR-CD3 binding inhibition. TAMRA-labeled TCR probe fluorescence, biochemical. inhibition, % at 9.4 µM. actives 0.37% (n = 360,000); in the data active means inhibition above about 19%;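 further: recombinant mutant TCR 2C K166C tagged with TAMRA read by polarization; 0% = receptor in buffer alone and 100% = receptor with positive control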
PRMT1 FP inh: inhibitors of human PRMT1; Q99873; recombinant PRMT1, activity-based probe fluorescence polarization; inhibition, % at 2.79 µM; actives 1.3% (n = 370,000); AID 652257;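 active means inhibition above about 21% made by adding two undisclosed values, limit read from the data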
MBD2 DNA inh: MBD2-methylated oligo binding inhibition | Q9UBB5 | TR-FRET, MBD2 binding to methylated oligonucleotide | inhibition, % at 4.4 µM | actives 0.31% (n = 370,000) | AID 686964; in the data active means inhibition above about 13%
Target sequence (Q9UBB5 whole entry, looked up): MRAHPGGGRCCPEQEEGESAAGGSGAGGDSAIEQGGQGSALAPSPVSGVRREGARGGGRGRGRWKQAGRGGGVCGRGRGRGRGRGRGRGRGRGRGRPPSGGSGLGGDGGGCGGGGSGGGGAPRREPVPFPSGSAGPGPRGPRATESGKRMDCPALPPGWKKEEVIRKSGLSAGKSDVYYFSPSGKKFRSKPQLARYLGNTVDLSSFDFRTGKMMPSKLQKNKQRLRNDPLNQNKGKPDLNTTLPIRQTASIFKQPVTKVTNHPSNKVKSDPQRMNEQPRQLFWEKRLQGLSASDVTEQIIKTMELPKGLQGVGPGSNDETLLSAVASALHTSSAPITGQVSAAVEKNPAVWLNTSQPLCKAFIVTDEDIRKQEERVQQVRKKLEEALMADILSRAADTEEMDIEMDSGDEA
mABHD4 FP: inhibitors of mouse ABHD4; purified mABHD4, FP-Rh probe fluorescence polarization; inhibition, % at 8.92 µM; actives 0.54% (n = 370,000);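 active means inhibition exceeding the mean over every tested compound plus 3 SD, cut at about 30% in these data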;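 further: 0% = plate median of compound wells and 100% = S159A mutant with DMSO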
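Assay system: Wild-type mouse ABHD4 protein | Medium: HEPES pH 7.0 buffer, 150 mM NaCl, 0.01% Pluronic F-127 | Incubation: Enzyme–compound pre-incubation 45 min, then probe 60 min, both 25 °C | Technique: Fluorescence polarization with parallel and perpendicular emission, 525/598 nm | Evaluation: % inhibition of FP-Rh probe binding versus controls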
HTRA1 inh: inhibitors of human serine peptidase HTRA1; AID 504803; actives 0.5% (n = 340,000); inhibition, % at 5.96 µM; Q92743; recombinant HTRA1, FP-rhodamine activity-based probe, fluorescence polarization; in the data active means inhibition above about 36%;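 further: 0% = enzyme with DMSO and 100% = wells lacking enzyme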
GC-B act: GC-B (human) receptor activation. P20594. HEK293-GC-B cells, CNP EC30, cGMP TR-FRET; 0% at EC30 CNP, 100% saturating CNP. activation, % at 10 µM. actives 0.11% (n = 370,000). AID 1920062;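 active means activation at 10 µM reaching about 35% in either raw or pattern-adjusted values, limit read from the data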
TDP2 absorb: TDP2 (human) inhibition, absorbance primary screen; O95551; inhibition, % at 12.8 µM; recombinant TDP2, T5PNP hydrolysis, p-nitrophenol absorbance 415 nm; actives 0.34% (n = 370,000);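 active means inhibition above the mean of all tested compounds plus 3 SD, set per campaign, cut at about 25% in these data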;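 further: 0% = DMSO with enzyme and 100% = buffer with substrate but no TDP2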
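Test system: human TDP2 enzyme; Input: 120 nM TDP2 per well; Buffer or medium: Mg2+-containing Tris-HCl buffer, pH 7.5; Reagent: 5 mM T5PNP; Dosing: 12.8 µM single point, 1% DMSO; Incubation: reaction 2 h, 37 °C; Detection: p-Nitrophenol epi absorbance; Read-out: % inhibition relative to enzyme-containing and enzyme-free wells; Replicates: single well per compound.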
LEDGF integ inh: blocks HIV-1 LEDGF/p75-dependent DNA integration. TR-FRET IN-LEDGF/p75 DNA integration, Eu/Cy5. AID 743269. actives 0.64% (n = 370,000). inhibition, % at 3.7 µM;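 active means inhibition above the screen-wide mean plus 3 SD, cut at about 13% in these data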;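 further: signal is the Cy5 over europium emission ratio at 671 and 618 nm; 0% = plate median of compound wells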
rCAG RNA binder: binds r(CAG) RNA repeats; actives 1.3% (n = 370,000); r(CAG) RNA repeat, TO-PRO-1 dye displacement fluorescence; inhibition, % at 3 µM; AID 651821;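 active means inhibition above the plate cutoff, the mean of all test compounds on that plate plus 3 SD, cut at about 35% in these data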;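 further: 0% = DMSO alone and 100% = 100 µM mitoxantrone as full dye displacement; higher means more dye released from RNA so lower well fluorescence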
SIAE inh: human SIAE inhibition, primary screen; Q9HAT2; SIAE FP-Rh probe binding, fluorescence polarization; inhibition, % at 9.66 µM; actives 0.69% (n = 370,000); AID 1053197;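 active means inhibition above a cutoff: mean of compounds within the control limits plus 3 SD of those, cut at about 17% in these data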;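 further: 0% = plate median of compound wells and 100% = probe without SIAE protein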
Target sequence (Q9HAT2 whole entry, looked up): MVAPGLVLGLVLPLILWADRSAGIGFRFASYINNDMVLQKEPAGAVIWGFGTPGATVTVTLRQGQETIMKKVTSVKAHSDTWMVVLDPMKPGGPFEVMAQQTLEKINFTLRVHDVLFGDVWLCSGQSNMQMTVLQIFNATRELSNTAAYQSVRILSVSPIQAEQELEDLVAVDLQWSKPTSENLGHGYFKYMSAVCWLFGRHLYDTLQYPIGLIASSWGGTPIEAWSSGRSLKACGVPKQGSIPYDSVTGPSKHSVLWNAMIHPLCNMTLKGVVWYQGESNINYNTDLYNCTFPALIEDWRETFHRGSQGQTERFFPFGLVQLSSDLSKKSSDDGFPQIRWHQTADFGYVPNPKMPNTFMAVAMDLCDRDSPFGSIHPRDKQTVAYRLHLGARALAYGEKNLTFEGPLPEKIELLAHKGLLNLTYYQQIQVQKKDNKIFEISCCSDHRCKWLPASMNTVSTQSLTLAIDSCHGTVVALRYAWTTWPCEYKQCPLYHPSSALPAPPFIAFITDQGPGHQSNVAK
* hit, by the source's call; / = no result given. Only part of the results is shown; count on the stated rates, not on these rows.

SMILES	TCR-CD3 inh	PRMT1 FP inh	MBD2 DNA inh	mABHD4 FP	HTRA1 inh	GC-B act	TDP2 absorb	LEDGF integ inh	rCAG RNA binder	SIAE inh
Cc1cccc(NC(=O)NCCc2ccc(Cl)cc2)c1	-2.5	0.2	-1.4	-1.0	-7.4	-1.8	0.0	0.2	-3.2	3.4
O=C(Nc1ccccc1F)NC1CCN(Cc2nnnn2Cc2ccc(F)cc2)CC1	-8.9	-2.1	-6.5	-4.0	-8.7	-4.2	4.5	0.3	-3.9	4.4
COc1ccc(CNC(=O)C(c2ccc(C)o2)N(C(=O)c2snc(C(N)=O)c2N)c2ccccc2OC)cc1 (stereo unspecified)	-5.0	1.5	4.3	-1.6	-30.3	-10.2	-0.5	-2.4	6.7	-2.4
CCn1c(COc2ccccc2)nnc1SCC(=O)C(C)(C)C	-5.5	1.0	-1.4	-3.7	7.1	2.6	-2.4	6.1	-7.8	6.7
O=C(NCc1nnc(SCC(=O)N2CCCCC2)o1)c1c(F)cccc1Cl	-1.2	1.9	3.8	2.0	7.5	-0.7	-10.1	-9.6	-0.2	-5.0
Cc1ccc(OCCCOc2ccc(Cl)cc2Cl)c([N+](=O)[O-])n1	/	-0.5	-6.5	-7.6	/	-8.2	-11.7	0.3	/	0.7
COc1cc(NS(=O)(=O)c2ccc(NC(=O)COc3ccc(C)cc3C)cc2)nc(OC)n1	2.4	-0.4	2.4	0.0	-11.7	9.6	-3.5	1.0	45.1*	-2.9
CC(C)CCN(C(=O)CNC(=O)c1ccco1)C(C(=O)NC1CCCCC1)c1ccco1 (stereo unspecified)	1.4	1.2	2.9	2.4	-9.4	9.6	8.5	0.9	-5.0	-1.4
O=C(Nc1cccc(S(=O)(=O)NC2=NCCC2)c1)c1cc(-c2ccco2)nc2ccccc12	23.4*	14.4	24.5*	10.7	14.2	-1.6	-1.2	16.9*	40.6*	5.7
CC1(C)CCC(C)(C)c2cc(NC(=O)c3ccc(C(=O)O)cc3)ccc21	/	-6.1	4.4	-34.0	/	-3.0	0.9	5.7	53.4*	-8.4
CC1CCN(CCOc2ccc(C(=O)c3ccccc3)cc2)CC1	-1.1	2.0	-5.7	2.3	-3.1	1.5	-6.0	-1.3	-2.1	9.8
COc1ccccc1/C=N/Nc1nc(C)cc(=O)[nH]1	-5.5	2.0	3.3	3.4	4.5	7.2	0.5	-2.9	0.0	8.9
S=C(NCc1ccco1)Nc1ccc(Oc2ccc(Cl)cc2)cc1	-1.8	-2.5	5.9	-21.9	-16.1	-0.4	0.3	-1.0	1.8	5.5
CCN(C(=O)[C@@H]1CCCN1C(=O)c1cccs1)c1nc2cc(Cl)ccc2s1	2.3	0.0	-8.4	-4.2	-40.5	-3.2	-3.3	4.0	3.3	7.0
CN(C)CCCOC(=O)c1ccc(Cl)cc1	3.6	-1.6	-3.2	2.0	2.0	-1.2	5.7	-1.6	0.1	-0.7
COc1ccc(C(=O)/C=C2/C(=O)Nc3ccccc32)cc1	-11.5	5.5	4.1	2.2	-4.0	-8.0	1.5	-1.6	8.9	6.6
CC(C)Cc1csc(NC(=O)c2ccc(Cl)cc2)c1C(=O)O	3.1	-0.9	-6.9	10.2	-2.8	4.1	8.2	-0.6	11.9	3.0
O=C(NCc1cccc2ccccc12)C1CCCN(c2nc3ccccc3o2)C1 (stereo unspecified)	/	-0.1	-1.0	-8.5	/	5.6	-18.1	1.8	3.1	1.2
CCOc1ccc(C(=O)Nc2ccc(S(=O)(=O)N3CCN(C)CC3)cc2)cc1	-9.6	-1.2	7.3	-3.9	1.1	1.6	-4.5	5.0	1.3	-2.2
COCCN(C(=O)COC(=O)C12CC3CC(CC(O)(C3)C1)C2)c1c(N)n(Cc2ccccc2)c(=O)[nH]c1=O	-5.2	-0.6	-3.8	-3.4	10.8	3.9	1.8	3.8	3.4	-4.9
CCCC(=O)Nc1ccc2c(c1)C(=O)N(C)C[C@@H](OC)[C@H](C)CN(Cc1ccc(-c3ccccn3)cc1)[C@@H](C)CO2	-0.6	3.2	3.0	-9.2	/	6.2	-5.7	-2.8	5.7	-2.2
Cc1cc2ccccc2n1CCNC(=O)COc1ccc2ccccc2c1	60.3*	-2.5	-8.8	40.9*	24.2	-10.3	-10.3	4.7	11.4	27.9*
COc1ccc(NC(=O)Nc2ccc3c(c2)CC(=O)N([C@H](C)CO)C[C@H](C)[C@H](CN(C)Cc2ccc(C(=O)O)cc2)O3)cc1	-5.1	-3.4	2.6	-5.0	-0.7	1.1	-7.4	3.1	31.9	0.3
Cn1c(=O)c2c(ncn2CC(=O)Nc2cc(S(=O)(=O)N3CCCCC3)ccc2Cl)n(C)c1=O	0.4	0.1	-4.0	4.0	9.2	-0.2	-2.2	-1.8	4.5	-2.6
COc1ccc(-n2c(C)cc(-c3csc(N)n3)c2C)cc1	-5.2	2.4	2.9	21.3	38.6*	1.0	15.6	4.3	14.8	13.8

Compounds above containing a COOH group (3):
SMILES	TCR-CD3 inh	PRMT1 FP inh	MBD2 DNA inh	mABHD4 FP	HTRA1 inh	GC-B act	TDP2 absorb	LEDGF integ inh	rCAG RNA binder	SIAE inh
CC1(C)CCC(C)(C)c2cc(NC(=O)c3ccc(C(=O)O)cc3)ccc21	/	-6.1	4.4	-34.0	/	-3.0	0.9	5.7	53.4*	-8.4
CC(C)Cc1csc(NC(=O)c2ccc(Cl)cc2)c1C(=O)O	3.1	-0.9	-6.9	10.2	-2.8	4.1	8.2	-0.6	11.9	3.0
COc1ccc(NC(=O)Nc2ccc3c(c2)CC(=O)N([C@H](C)CO)C[C@H](C)[C@H](CN(C)Cc2ccc(C(=O)O)cc2)O3)cc1	-5.1	-3.4	2.6	-5.0	-0.7	1.1	-7.4	3.1	31.9	0.3

(cont.)
SMILES	TCR-CD3 inh	PRMT1 FP inh	MBD2 DNA inh	mABHD4 FP	HTRA1 inh	GC-B act	TDP2 absorb	LEDGF integ inh	rCAG RNA binder	SIAE inh
CCc1nc2ccccc2c(=O)n1NC(=O)c1c(O)c2ccccc2n(CC)c1=O	8.9	-1.5	-3.5	-7.7	1.5	4.3	-11.6	-0.4	15.7	7.1
CCOC(=O)C(CCCOc1ccccc1C)C(=O)OCC	-7.9	-1.8	-1.4	-5.3	-2.4	-10.2	-14.1	-2.4	-0.2	-7.4
COCCNc1nc2c(c(=O)n(Cc3ccccc3F)c(=O)n2C)n1C	-6.6	3.4	5.0	3.6	6.0	0.4	-8.3	-2.0	-4.6	-3.0
CC(=O)Nc1c2c(nn1-c1ccc(F)cc1)CSC2	4.0	0.3	-0.6	-0.6	8.3	1.7	8.5	1.0	-0.7	-4.2
COc1ccccc1NC(=O)[C@H](COCc1ccccc1)NC(=O)OC(C)(C)C	0.1	0.9	2.5	-2.2	-3.1	-2.1	4.4	-0.9	-4.8	-2.8
C[C@@H]1CN([C@@H](C)CO)C(=O)c2cccc(NC(=O)Nc3ccc4c(c3)OCO4)c2O[C@H]1CN(C)S(=O)(=O)c1cn(C)cn1	5.5	-0.2	1.7	1.2	3.4	3.7	3.3	-3.3	0.5	0.5
CC[C@@]12C(=O)N(c3ccccc3)C(=O)N1[C@H](c1cccc(C)c1)[C@@H]1C(=O)N(Cc3ccccc3)C(=O)[C@@H]12	3.9	1.6	7.3	0.3	-15.0	-11.1	11.0	9.8	-2.5	1.0
Cc1cccc(N2CCN(C(=O)CCCOc3ccccc3)CC2)c1C	3.5	-1.3	0.3	-7.2	-23.4	2.0	-1.6	0.1	-6.3	2.8
CN(C(=O)c1nc(-c2ccccc2)n(-c2ccccc2)n1)C1CCS(=O)(=O)C1 (stereo unspecified)	3.1	0.2	1.8	-0.2	-9.4	-0.1	8.0	-0.1	1.7	-4.0
Cc1sc2ncnc(SCC(=O)NC(=O)NCc3ccco3)c2c1C	0.6	15.7	5.0	-2.4	-5.9	2.8	-11.5	2.5	5.3	-7.2
COCCNC(=S)N/N=C1\CC(C)CC(C)(C)C1 (stereo unspecified)	-2.1	1.6	0.1	-5.9	1.1	0.5	-13.8	0.6	-1.1	2.1
COc1ccc(OC)c(/C=N/NC(=O)c2ccncc2)c1	-7.1	2.8	6.0	-3.1	1.0	1.0	-4.2	-0.9	-1.3	6.4
Cc1sc2ncnc(SCC(=O)NCC(C)C)c2c1C	11.2	-0.9	-3.8	-4.4	-0.6	2.2	2.0	-1.3	-4.5	-2.6
O=C(CSCc1ccc(Cl)cc1)Nc1cc([N+](=O)[O-])ccc1O	1.4	2.5	-1.6	-2.2	5.9	3.2	-0.5	-0.9	20.5	-4.3
COc1cccc(CC(=O)Nc2cc(S(=O)(=O)N3CCOCC3)ccc2N2CCN(C)CC2)c1	-1.6	3.9	4.9	2.9	-2.9	2.4	5.7	-2.0	-0.2	5.6
COc1ccc(NCc2nnc(SCC(=O)NCc3ccco3)n2-c2ccccc2OC)cc1	0.9	-0.3	-0.7	4.1	0.8	1.1	10.6	-2.1	1.2	1.3
C[C@@](Cc1ccc(O)c(O)c1)(NN)C(=O)O	3.6	12.8	3.0	15.1	9.7	0.4	-3.1	-5.0	-1.6	7.7
Cc1ccc2[nH]c3c(=O)n(CC(=O)NCCCN4CCN(c5ccc(F)cc5)CC4)ncc3c2c1	1.1	-4.3	-2.0	-0.9	3.6	-4.8	-0.5	-3.5	0.6	6.2
CCc1ccc(S(=O)(=O)NCCc2cn3ccc(C)cc3n2)s1	1.2	0.1	1.1	7.3	-2.6	-2.5	0.6	-2.0	-1.5	8.7
CCOC(=O)c1c[nH][nH]c1=O	-7.0	1.5	-0.2	8.8	0.4	2.6	8.3	-2.6	4.2	-1.7
COc1ccccc1C(=O)C1CCCN(C(=O)CCC(=O)c2ccccc2)C1 (stereo unspecified)	2.6	-0.6	1.8	0.1	-5.6	0.0	-9.9	2.4	-6.8	-0.9
CN(C)CCN1CCN(C2CN(C3CCCCC3)S(=O)(=O)C2)CC1 (stereo unspecified)	2.9	-2.1	-0.8	1.6	/	-4.7	-1.0	-4.2	0.9	5.3
CSCC(=O)NC1CCCc2c1cnn2-c1ccc(C)c(C)c1 (stereo unspecified)	2.4	0.9	1.4	2.3	2.2	7.4	10.8	0.2	8.6	-6.5
CC(NC(=O)c1ccc2c(c1)C(=O)N(Cc1cccnc1)C2=O)c1ccccc1 (stereo unspecified)	-3.7	1.5	0.0	8.5	-4.0	2.1	-8.4	-4.9	-6.2	-4.2
CCc1c(C)n([O-])c2c([n+]1=O)CCCCC2	6.4	-2.0	-2.2	1.6	8.8	-2.6	-2.9	-0.8	1.5	-0.1
N#Cc1ccc(CN2CCN(C(=O)c3cn(Cc4ccccc4)nc3-c3cccnc3)CC2)cc1	1.4	4.1	3.1	-5.7	2.2	2.1	-8.4	-4.6	7.2	-7.6
O=C(NNC(=S)NC1CCCCC1)c1cccs1	-5.2	-2.0	-0.8	-6.5	-2.0	2.6	3.2	-1.2	1.0	3.8
CCN(CC(=O)Nc1ccccc1C(F)(F)F)C(=O)Cc1cccs1	-0.9	-1.4	5.1	-6.5	-0.8	9.2	-0.6	2.4	-1.0	-3.0

High-throughput results: PubChem, several laboratories
